From PubChem BioAssay
PPC-1+TRAIL kill: compounds killing PPC-1 cancer cells with TRAIL present, primary screen, TRAIL potentiator project, ATPLite luminescence, uHTS; PPC-1 cells + TRAIL, ATPLite viability luminescence; cell killing (% activity), % at 4 µM; 220,000 compounds, 0.41% hits; AID 1443, 2008;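 active = cell killing above 50% in the first pass at 4 µM, then a duplicate retest at 5 µM averaging 50% or more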;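 also: plate controls were cells with TRAIL plus DMSO for no effect and medium-only wells lacking cells for full effect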
NCF1 inh: p47phox/p22phox peptide binding inhibitors, primary screen, biochemical, uHTS, NADPH oxidase regulatory subunit. AID 1274, 2008. 220,000 compounds, 0.53% hits. inhibition, % at 24.7 µM. fluorescence polarization, 2 h. Neutrophil cytosol factor 1 (Homo sapiens), P14598;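 active = inhibition above about 30%, limit read from the data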;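 also: 0% = p47phox with labelled peptide and 100% = labelled peptide alone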
TNF necrop inh: inhibitors of TNF-alpha triggered necroptosis, primary screen, cell-based, Jurkat FADD-/-, single concentration; Jurkat FADD-/- TNF necroptosis rescue, ATP luminescence, 24 h; 0 = TNF only, 100 = no-TNF cells; 220,000 compounds, 0.068% hits; activation (protection from cell death), % at 10 µM;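 active = activation, meaning protection from cell death, of at least 50% relative to plate controls; inactive = activation below 50%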;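 also: necroptosis triggered by 40 ng/mL TNF-alpha added together with compound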
EBV gp42 block: Epstein-Barr virus gp42 inhibitors, primary screen, biochemical, uHTS, fluorescence polarization; Glycoprotein 42 (Epstein-Barr virus (strain AG876)), Q1HVG2; Fluorescence polarization binding assay, mP read-out; inhibition, % (tested at 21.74 µM); 220,000 compounds, 0.42% hits; AID 1085, 2008; in the data active = inhibition above about 50%
zfTRPN1 agonist: zebrafish TRPN1 channel agonists, primary screen, cell-based, HEK293, calcium fluorescence. transient receptor potential cation channel N1 (TRPN1/NompC), Danio rerio. HEK293 zebrafish TRPN1-YFP, Fluo-8 calcium fluorescence; 100% = response to 87 µM carbachol. activation, % at 3 µM. 220,000 compounds, 0.18% hits. AID 1424, 2008;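 active = activation above its plate's cutoff, the mean activation of test wells on that plate plus 3 SD, cut at about 19% in these data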;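 also: 0% = DMSO alone and 100% = 87 µM carbachol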
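Material: zebrafish TRPN1-YFP in HEK293 cells; Doses: single test compound dose, 3 µM nominal, 0.3% DMSO; Timing: dye loading 1 h at 37 °C, then 30 min room temperature; Technique: intracellular calcium fluorescence with Fluo-8; Benchmarks: high carbachol 87 µM, low DMSO alone.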
CHOP inh: inhibitors of CHOP promoter induction, primary screen, cell-based, unfolded protein response, luciferase reporter; 220,000 compounds, 3.8% hits; AID 2732, 2010; CHO-K1 CHOP-promoter luciferase, tunicamycin-induced, 15-18 h; inhibition, % at 10 µM;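 active = compounds that reduced the stress-induced luciferase reporter signal by more than about 70% of percent inhibition, limit read from the data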;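 also: 0% = tunicamycin plus vehicle and 100% = wells without tunicamycin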
Runt-SMMHC FRET: inhibitors of RUNX1 Runt–CBFb-SMMHC binding, primary screen, biochemical, FRET, Cerulean-Runt, Venus-CBFb-SMMHC, uHTS; Cerulean-Runt/Venus-CBFb-SMMHC FRET ratio 530/480, 1 h; inhibition, % at 20 µM; 220,000 compounds, 0.74% hits;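 active = mean inhibition across duplicate retests at 20 µM reaching about 50%, limit read from the data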;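 also: 0% = DMSO wells and 100% = wells with excess untagged CBFb-SMMHC; inhibitors lower the FRET ratio by blocking Runt binding to CBFb-SMMHC; some results filed as inactive read as strong as hits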
MDM2 E3 inh: MDM2-luciferase reporter signal enhancers, primary screen, MDM2 E3 ligase inhibitor project, cell-based, luminescence, 1536-well; E3 ubiquitin-protein ligase Mdm2 (Homo sapiens), Q00987; cell-based MDM2 ubiquitination luciferase reporter, 2 h; 0 = plate control, 100 = twice control, blank-subtracted; signal enhancement, % at 5 µM; 210,000 compounds, 0.11% hits; AID 1230, 2008;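 active = signal enhancement of 30% or more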;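 also: luminescence tracks abundance of the self-degrading MDM2-luciferase fusion protein; higher signal means inhibition of MDM2 E3 ligase activity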
Target sequence (Q00987 whole entry, looked up, the tested form may be a part): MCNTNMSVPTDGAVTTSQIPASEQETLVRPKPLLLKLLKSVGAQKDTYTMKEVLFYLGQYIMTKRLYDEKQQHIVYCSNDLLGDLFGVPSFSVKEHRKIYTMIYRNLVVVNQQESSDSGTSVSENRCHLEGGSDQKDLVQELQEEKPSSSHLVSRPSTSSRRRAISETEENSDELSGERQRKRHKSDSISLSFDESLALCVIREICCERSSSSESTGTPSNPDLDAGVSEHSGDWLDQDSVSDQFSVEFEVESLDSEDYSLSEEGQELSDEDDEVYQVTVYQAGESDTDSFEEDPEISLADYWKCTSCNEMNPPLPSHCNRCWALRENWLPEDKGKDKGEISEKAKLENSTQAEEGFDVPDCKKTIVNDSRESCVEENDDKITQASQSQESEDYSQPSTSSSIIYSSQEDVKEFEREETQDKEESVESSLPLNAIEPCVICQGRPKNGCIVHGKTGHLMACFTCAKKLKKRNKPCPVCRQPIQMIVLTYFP
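Material: Stable MDM2–luciferase fusion reporter cells | Amount: 2000 cells seeded into each well | Dosing: One concentration, 5 µM, with 0.2% DMSO | Incubation: 4 h cell settling then 2 h compound exposure, 37 °C | Measured by: Luciferase luminescence | Read-out basis: % enhancement relative to plate controls after blank subtraction | Benchmarks: Control and blank well means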
TRPML3 ag: human TRPML3 channel agonists, primary screen, cell-based, HEK293 TRPML3-YFP, Fluo-8 calcium fluorescence, 3 µM; 100% = the carbachol control signal; activation, % at 3 µM; AID 1448, 2008; 220,000 compounds, 0.29% hits;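 active = activation above its plate's cutoff, the mean activation of the plate's test wells plus 3 SD, cut at about 12% in these data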;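 also: 0% = DMSO only wells and 100% = carbachol wells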
Target sequence (Q8TDD5 whole entry, looked up): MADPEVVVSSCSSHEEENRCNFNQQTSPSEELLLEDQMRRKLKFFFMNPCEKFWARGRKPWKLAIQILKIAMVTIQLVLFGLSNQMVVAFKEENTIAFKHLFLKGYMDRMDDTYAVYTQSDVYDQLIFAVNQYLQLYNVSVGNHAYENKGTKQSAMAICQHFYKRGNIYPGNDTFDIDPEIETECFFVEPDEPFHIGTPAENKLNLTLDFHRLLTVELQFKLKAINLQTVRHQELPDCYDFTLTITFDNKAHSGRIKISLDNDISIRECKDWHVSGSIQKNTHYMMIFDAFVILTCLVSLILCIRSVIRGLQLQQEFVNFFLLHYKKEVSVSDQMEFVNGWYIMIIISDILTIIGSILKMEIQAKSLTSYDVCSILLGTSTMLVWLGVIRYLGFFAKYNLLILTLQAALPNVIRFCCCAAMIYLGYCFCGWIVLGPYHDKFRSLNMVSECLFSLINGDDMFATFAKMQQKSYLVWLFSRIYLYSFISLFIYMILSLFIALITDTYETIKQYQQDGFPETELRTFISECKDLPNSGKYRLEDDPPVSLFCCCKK
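Material: TRPML3-YFP stable HEK293 cells | Dosing: One concentration, 3 µM nominal, 0.3% DMSO | Timing: 125 s total fluorescence read per well | Technique: Fluo-8 calcium dye fluorescence, ex 470-495, em 515-575 nm | Measure: Percent activation from peak-to-basal fluorescence ratio, scaled between DMSO and carbachol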
* = called active by the depositor; . = not tested or not shown; [ ] = another dose, or the depositor's remark.

SMILES	PPC-1+TRAIL kill	NCF1 inh	TNF necrop inh	EBV gp42 block	zfTRPN1 agonist	CHOP inh	Runt-SMMHC FRET	MDM2 E3 inh	TRPML3 ag
CCOc1cc(/C=N/NC(=O)CSc2nncn2C)ccc1OCC(N)=O	9.0	-27.0	3.2	-7.8	1.7	-10.5	0.7	-5.5	0.8
Cc1cc(C(=O)N2CCN(C/C=C/c3ccccc3)CC2)cs1	3.9	54.3*	-0.4	-10.4	0.8	-3.9	1.7	4.8	0.9
CCN(CC)CCNC(=O)C1c2cc(OC)c(OC)cc2C(=O)N2CCc3ccccc3C12 (configuration not stated)	11.8	-27.0	-0.3	-14.2	0.3	6.8	1.7	0.3	-0.7
COc1ccc(/C=N/Nc2nc(=O)[nH]nc2C)cc1[N+](=O)[O-]	7.0	-18.9	1.0	0.6	-2.1	-15.5	-8.5	-1.5	1.1
CCC(NC(=O)Nn1cnnc1)(C(F)(F)F)C(F)(F)F	12.3	-2.3	-0.9	-13.3	-0.4	33.1	-1.2	-12.1	1.4
COC(=O)c1cc(OC)c(OC)cc1NC(=S)N1CCN(C)CC1	15.8	-4.8	-1.5	-11.0	0.3	-0.1	-1.8	-0.2	1.0
COCCNC(=O)NC(=O)COC(=O)C1(c2ccc(Cl)cc2)CC1	20.8	-1.6	0.7	-10.9	-0.9	22.8	-2.5	-3.4	-0.3
O=C(Nc1cccc(C(=O)O)c1)/C(=C\c1ccccc1)NC(=O)c1cccc2ccccc12	26.9	122.2*	1.1	7.2	0.4	-0.2	-5.1	.	0.5
C/C(=N/NC(=O)c1cnccn1)c1cccs1	22.2	-10.2	0.2	-20.6	0.0	-18.0	-3.7	-24.9	1.0
O=C(Cc1ccccc1[N+](=O)[O-])Nc1ccccc1C(=O)N1CCCC1	20.4	2.7	0.2	7.6	1.6	-10.8	4.7	-90.2	0.0
COc1ccc(NC(=O)CC2SC(=NCC3CCCO3)NC2=O)c([N+](=O)[O-])c1 (configuration not stated)	-9.8	-2.6	-0.2	0.8	0.4	32.4	-0.7	-3.4	0.1
CC1(C)CC(NC(=O)C23CCC(C)(C(=O)C2)C3(C)C)CC(C)(C)N1 (configuration not stated)	-2.8	-11.8	-1.5	-18.1	0.2	24.9	2.6	-10.8	1.2
COc1ccc(CCN(Cc2ccccn2)C(=S)Nc2ccc(C)cc2)cc1OC	-9.7	16.3	1.0	-14.5	-0.6	15.4	1.6	4.2	1.1
COCCSc1ccccc1C(=O)N1CCN(Cc2ccccc2)CC1	13.3	.	-0.1	-4.1	0.7	10.6	-1.3	-2.1	0.7
CCOc1cc(NC(=O)c2ccccc2C)c(OCC)cc1NC(=O)C1=Cc2ccccc2OC1	15.2	-6.4	-1.7	-16.4	-0.5	69.3	-5.6	-12.9	0.3
CCOc1cccc(C(=O)NC(=S)Nc2ccc(N3CCN(CC)CC3)cc2)c1	25.8	-0.6	-0.8	-7.9	0.1	-26.2	0.3	-2.3	1.1
O=C(Nc1ccc2c(c1)OCCO2)c1ccc2nccnc2c1	49.6[5 µM]	.	-2.7	.	2.6	.	-3.4	.	0.2
CCOCCn1c(=NC(=O)c2cc(Cl)sc2Cl)sc2cc(S(N)(=O)=O)ccc21	16.6	-10.2	1.7	-20.6	1.3	90.4*	-1.2	-2.0	1.0
CCOC(=O)c1ccc(-n2c(C)nc3ccc(Br)cc3c2=O)cc1	-9.7	-2.3	-1.3	-1.1	0.9	10.8	0.0	.	0.4
COc1ccc(/C=C2\CCC(C3CCCC3)C2=O)cc1Cn1nc(C)cc1C (configuration not stated)	2.3	-0.9	1.8	-5.6	-0.2	-43.6	-2.8	0.3	-0.1

Single values from the list:
CCOCCn1c(=NC(=O)c2cc(Cl)sc2Cl)sc2cc(S(N)(=O)=O)ccc21 in EBV gp42 block has -20.6
CC1(C)CC(NC(=O)C23CCC(C)(C(=O)C2)C3(C)C)CC(C)(C)N1 (configuration not stated) in PPC-1+TRAIL kill has -2.8

Further records
SMILES	PPC-1+TRAIL kill	NCF1 inh	TNF necrop inh	EBV gp42 block	zfTRPN1 agonist	CHOP inh	Runt-SMMHC FRET	MDM2 E3 inh	TRPML3 ag
COc1ccc(C(=O)N2CCN(C(=O)Cc3ccccc3)CC2)cc1	6.8	3.9	1.3	3.0	-0.4	-4.6	0.6	.	0.7
N#Cc1c2c(c(-c3ccccc3Cl)[nH]c1=S)CCCC2	-3.3	-8.7	-3.0	-10.4	-0.2	3.2	0.6	4.1	0.9
COc1ccc(Cn2nnnc2C(c2cccs2)N2CCN(c3ccc([N+](=O)[O-])cc3)CC2)cc1 (configuration not stated)	2.3	-19.4	-0.1	-4.1	0.3	11.0	0.8	-18.7	1.4
COc1ccc(Oc2c(C)oc3c(CN4CCOCC4)c(O)ccc3c2=O)cc1	19.1	-2.7	-3.3	-6.3	1.5	1.0	-0.3	-12.1	1.0
CC(=O)N1CC[n+]2c(-c3ccc([N+](=O)[O-])cc3)csc21	16.2	11.7	1.0	-20.4	-1.2	-4.0	49.8	-22.8	0.6
CC(C)C(=O)NC(Nc1cc(C(F)(F)F)ccc1Cl)C(Cl)(Cl)Cl (configuration not stated)	9.7	2.5	-1.3	10.7	-1.2	72.1*	4.5	8.1	-0.7
CNC(=O)c1[nH]cnc1C(=O)N[C@@H](C)C(=O)OCc1ccccc1	14.4	4.0	-4.1	-17.6	.	-3.5	-3.5	4.9	.
CCCCCCn1c(N2CCN(c3ccccc3)CC2)nc2c1c(=O)[nH]c(=O)n2C	9.2	-6.0	-2.9	-21.9	-1.0	63.4	-5.6	13.2	0.1
O=C(Cn1ncc2c(=O)oc3ccccc3c21)NCCCN1CCCC1=O	6.4	-6.4	0.7	-22.8	1.9	22.8	-6.6	-9.8	1.1
O=C(NCCN1CCOCC1)C1CCN(c2nc3ccccc3o2)CC1	-11.1	-5.9	0.9	-16.9	1.9	-3.0	1.9	3.0	1.1
Cc1cc(=O)[nH]c(N/N=C/c2ccc(Cl)c([N+](=O)[O-])c2)n1	13.8	-4.9	1.3	4.6	-0.5	-11.6	-2.5	-3.4	0.9
COc1ccccc1NC(=O)c1ccc(NC(=O)COC(=O)CC(NC(=O)c2ccccc2Cl)c2ccccc2)cc1 (configuration not stated)	32.4	-27.8	3.3	-38.2	1.6	15.7	5.1	.	0.9
CC1(C)CC(=O)C2=C(C1)OC1=C(C2)C(=O)CC(C)(C)C1	-7.7	-5.0	0.6	3.5	0.5	30.3	0.1	1.4	0.1
COc1ccccc1N1C(=O)CC(Nc2ccc(N3CCOCC3)cc2)C1=O (configuration not stated)	10.6	-15.6	-1.3	-6.5	0.7	19.7	8.1	-1.8	0.2
C[N+]1(CC(=O)NNc2c3ccccc3nc3ccccc23)CCOCC1	-0.2	-0.5	-0.1	-17.4	0.0	9.9	14.2	-10.6	-0.1
Cc1ccc(CSc2nnc(CCNC(=O)OC(C)(C)C)o2)cc1	14.4	3.6	-1.1	-6.4	-0.7	30.8	1.0	-8.2	-0.6
Cc1ccc(C2CC(C(F)(F)F)n3nc(C(=O)NCC4CCCO4)cc3N2)cc1 (configuration not stated)	11.6	-2.1	-2.9	2.7	-1.2	51.0	-7.7	-12.1	0.7
Cn1c(=O)c2c(nc(CN3CCN(Cc4ccccc4)CC3)n2Cc2ccc(F)cc2)n(C)c1=O	10.9	4.3	-1.7	3.5	-1.4	31.3	-5.1	-13.2	0.0
CCOC(=O)c1[nH]c(C)c(C(=O)NC2CCN(C(=O)OCC)CC2)c1C	13.9	-4.3	0.0	-21.3	1.4	-6.7	-4.7	-13.9	0.5
Cc1ccc(C(=O)N(CN2CCCC2=O)c2ccccc2)cc1	7.7	6.9	1.5	-10.2	-0.6	-31.3	-3.2	-6.3	-0.6
O=C(Cc1ccc([N+](=O)[O-])cc1)N1CCN=C1SCc1ccccc1	9.0	-7.9	1.7	-12.1	1.2	13.2	-3.1	-9.2	0.8
CSc1ccccc1C(=O)NC1CC2CCC1C2 (configuration not stated)	-37.1	-5.9	-0.4	-10.2	-0.9	-10.2	-2.2	-11.9	0.1
CCCOc1ccc(C(=O)CCNc2ccc(C)c(Cl)c2)cc1	10.9	-7.9	-7.0	-17.3	0.4	0.1	0.0	-24.5	0.2
COc1cc(/C=N/NC(=O)c2nc(-c3ccccc3)n(-c3ccccc3)n2)ccc1O	9.3	-22.6	1.3	-16.2	-0.9	28.0	1.9	-6.3	-0.4
COc1ccc2nc(-n3c(O)c(C4=c5ccccc5=NC4=O)[nH]c3=S)sc2c1	3.1	26.3	-1.6	115.1*	2.1	102.7*	-12.0	-8.2	0.6
CCC(C)c1ccc(NC(=O)CC(C)=O)cc1 (configuration not stated)	10.5	-12.6	0.1	-6.8	0.7	-5.3	2.9	-13.4	0.6
O=C(c1cc2ccccc2c(=O)o1)N1CCCc2ccccc21	6.9	8.0	-0.3	-5.3	-0.2	-4.4	0.7	-23.4	0.4
COc1ccccc1NC(=O)c1cc2ccccc2o/c1=N\O	9.2	-18.1	.	-32.5	.	0.1	62.1*	3.7	.
COc1cccc(-c2nc(CS(=O)(=O)c3ccccc3)no2)c1	-1.0	4.9	-2.3	2.2	0.5	-8.9	-10.3	-3.9	0.4
COc1ccc2c(c1OC)C(=O)N1c3ccccc3C(=O)N(c3ccccc3)C21 (configuration not stated)	19.5	-5.4	-9.5	7.4	3.7	39.2	1.9	-8.9	0.1
COc1cccc(CNC(=O)CCC2CCCN(C(=O)c3cc4ccccc4o3)C2)c1 (configuration not stated)	9.4	-6.3	2.4	-10.3	1.3	20.4	-1.1	-10.5	1.0
